AmpC detergent – blocks E. coli AmpC beta-lactamase in detergent assay | P00811 | AmpC hydrolysis of nitrocefin, absorbance 480 nm, 0.01% Triton | Potency, µM (doses to about 114 µM), without a hit: at the top dose activity change, negative = inhibition, usual class: inhibitors | hit rate 0.041% among 370,000;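 also: potency is read from the fitted curve at half-maximal effect; 0% = no-compound wells and -100% = no-enzyme wells; nearly all actives have a fitted effect of over 25% in size; some results filed as inactive show a strong effect at the top dose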
Target sequence (P00811 whole entry, looked up): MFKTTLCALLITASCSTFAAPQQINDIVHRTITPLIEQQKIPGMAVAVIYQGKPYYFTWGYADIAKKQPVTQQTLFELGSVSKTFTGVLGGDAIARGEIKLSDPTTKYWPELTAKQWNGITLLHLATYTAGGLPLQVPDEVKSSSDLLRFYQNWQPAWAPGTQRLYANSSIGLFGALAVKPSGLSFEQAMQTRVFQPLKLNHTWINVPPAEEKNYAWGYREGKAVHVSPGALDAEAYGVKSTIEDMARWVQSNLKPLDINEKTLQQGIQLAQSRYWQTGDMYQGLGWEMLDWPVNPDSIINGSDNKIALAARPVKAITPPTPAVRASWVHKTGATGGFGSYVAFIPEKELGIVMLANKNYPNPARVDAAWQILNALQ
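AmpC (5.3 nM in the dispensed reagent) in 20 mM phosphate pH 7.0 with 0.01% (detergent screen) or 0.0001% Triton X-100 was preincubated with compounds for 15 min at room temperature. Nitrocefin was then added from an 800 uM solution, and hydrolysis was followed at 480 nm.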
Sm TGR inh – S. mansoni TGR enzyme inhibition | Q962Y6 | purified TGR, DTNB reduction, TNB absorbance 405 nm | Potency, µM (top dose mostly 114 µM), for inactives: at the highest dose activity change, negative = inhibition, actives largely listed as inhibitors | hit rate 3% among 360,000; also: potency is read from the fitted curve at half-maximal effect; nearly all actives have a fitted effect of over 60% in size
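Kinetic colorimetric format: TGR-catalysed, NADPH-driven DTNB reduction monitored via TNB absorbance. Enzyme dispensed at 20 nM; compound exposure 15 min at room temperature before reaction start.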
HCMV inh – inhibitors of human cytomegalovirus; HFF cells, HCMV-luciferase reporter, 72 h; stronger effect = lower value; activity change, negative = inhibition, % at 57.5 µM; hit rate 4.5% among 410,000; in the data active = activity change below about -60%; inconclusive = no clear call, values can overlap the other calls; inactive = above about -39%
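Compounds were evaluated in HFFs infected with an HCMV luciferase reporter virus (MOI 1 PFU/cell). Luciferase in lysates collected 72 h post infection served as the replication measure.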
Giardia FBPA inh – Giardia lamblia aldolase inhibition; A8B2U2; purified Giardia FBPA; Potency, µM (top dose mostly 59.6 µM), for the others: at the top dose activity, negative = inhibition, hits mostly inhibitors; hit rate 0.71% among 290,000; also: potency is read from the fitted curve at half-maximal effect; nearly all actives have a fitted effect of over 55% in size
Target sequence (A8B2U2 whole entry, looked up): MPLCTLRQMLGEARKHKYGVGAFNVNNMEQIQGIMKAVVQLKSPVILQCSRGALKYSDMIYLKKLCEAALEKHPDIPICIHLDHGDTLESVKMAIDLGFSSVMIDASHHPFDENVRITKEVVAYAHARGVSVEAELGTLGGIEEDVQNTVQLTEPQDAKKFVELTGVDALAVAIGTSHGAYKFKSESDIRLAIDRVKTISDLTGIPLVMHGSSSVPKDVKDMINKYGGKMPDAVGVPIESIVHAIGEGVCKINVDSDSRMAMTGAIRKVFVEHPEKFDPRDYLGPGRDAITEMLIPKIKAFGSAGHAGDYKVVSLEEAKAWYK
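40 nM FBPA preincubated 10 min at RT with compound (up to 57.5 uM final), then substrate plus GAPDH/TPI/NAD/arsenate coupling and diaphorase/resazurin added. Fluorescence read after 20 min at RT, 525/598 nm.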
HCV inh – HCV inhibition | Potency, µM (top dose mostly 41.8 µM), for the others: at the highest dose activity change, negative = inhibition, usual class: inhibitors | Huh7.5.1 HCVcc-Cre infection, luciferase reporter, 44 h | hit rate 3.4% among 340,000; also: potency is read from the fitted curve at half-maximal effect
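Reporter virus HCVcc-Cre (~0.5 moi) infects cells exposed to compound; seeding density 1,000 cells/well with 4 h settling beforehand. Luminescence, 15 sec read, taken 44 h post-infection following a 15 min RT substrate incubation.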
AMA1-RON2 inh – disrupts binding of P. falciparum AMA1 to RON2; AlphaScreen AMA1-biotinylated RON2 peptide binding; hit rate 0.2% among 360,000; Potency, µM (series often up to 58.2 µM), inactives show at the top dose activity change, negative = inhibition, usual class: inhibitors;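 also: potency is read from the fitted curve at half-maximal effect; 0% = vehicle wells and -100% = peptide control; nearly all actives have a fitted effect of over 45% in size; some results filed as inactive show a strong effect at the top dose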
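AMA1 (3D7) with his tag at 25 nM final met compounds first, then biotinylated RON2 peptide at 25 nM; detection used donor plus acceptor beads, 10 µg/mL apiece, read by AlphaScreen after 30 min at room temperature.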
* marks the source's active call; other numbers are inactive results; ? = inconclusive; / = not tested or not shown; & = joins results of further samples; [ ] = another dose, or the depositor's remark. Unless noted, calls follow the shape of the dose curve; as a rule, active = well fitted curve in the direction sought with a large enough effect; inconclusive = small, poorly fitted or top-dose-only effect, or another doubt; inactive = no such curve, though single readings can be large; an effect the other way counts as inactive or inconclusive. Unless noted, % is scaled to controls: 0 for no effect and ±100 for the full control effect.

SMILES	AmpC detergent	Sm TGR inh	HCMV inh	Giardia FBPA inh	HCV inh	AMA1-RON2 inh
CSc1nnc(-c2ccc(O)cc2)n1C	-6%	-4%	26	0%	/	-6%
CSc1nc(C)c2c(n1)N(c1cccc(C)c1)CC2	-2%	12%	-26	3%	10µM*	9%
CCCN(CCC)C(=O)c1c2c(nc3ccccc13)C(=O)N(C1CCCCC1)C2	-4%	2%	2	/	/	/
Oc1cc2c(cc1O)CN(C(=S)NCCc1ccc(Cl)cc1)CCC2	?	?	-15	?	?	9%
Cn1ccsc1=NC(=O)c1ccc(CS(C)(=O)=O)cc1	2%	4%	17	13%	6%	-2%
Cn1cc(CC(=O)NCc2ccc(F)cc2)c2ccccc21	16%	13%	4	-9%	10%	-7%
CCS(=O)(=O)c1nc(S(=O)(=O)c2ccc(Cl)cc2)c(NCc2ccco2)s1	-1%	3%	-34	-2%	2%	-8%[11.6 µM]
COc1ccc([C@@H]2C[C@H]3CN(c4ccccc4)C(=O)[C@]34CCCN24)c(OC)c1OC	-8%	-23%	-37	-1%	24%	5%
COc1ccc(N2C(=O)CC(Sc3n[nH]c(-c4cccc(C)c4)n3)C2=O)cc1 (configuration not stated)	-1%	0.32µM*	-3	-22%	0%	57%[activator]
CCc1ccc(NC(=O)CN2CCN(c3ccc(OC)cc3)CC2)cc1	/	/	23	/	26%	-15%
COc1cccc(-n2cn[nH]c2=S)c1	1%	-3%	14	?	5%	33%[activator]
COc1ccc(OC)c(-n2nnnc2SCC(=O)NCc2ccc3c(c2)OCO3)c1	?	-4%	?	-6%	?	-2%
COc1cc(OC)c(OC)cc1/C=C/c1nc2cc3ccccc3cc2c(=O)n1-c1ccccc1Br	4%	8%	25	/	/	/
CC(C)(CNC(=O)c1ccc(NS(=O)(=O)c2ccc(F)cc2)cc1)N1CCOCC1	-7%	-7%	12	/	3%	-18%
OC(CN1CCN(c2cccc(Cl)c2)CC1)c1ccccc1 (configuration not stated)	-1%	6%	-4	-3%	3%	-2%
O=C(Nc1ccc(Cl)cc1)[C@@H]1[C@@H]2C(=O)N(c3cccc(F)c3)C(=O)[C@@H]2[C@H]2C=CC=NN21	3%	22µM*	51	-25%	-8%	11%
COc1ccc(CN(C(=O)c2ccccc2Br)C2CCS(=O)(=O)C2)cc1 (configuration not stated)	-7%	1%	-30	8%	19%	9%
S=C(Nc1ccccc1)N(Cc1ccccc1)Cc1ccncc1	-7%	0%	0	4%	-5%	4%
COc1ccccc1C(=O)Nc1ccccc1SC(=O)c1ccccc1OC	-4%	?	?	6%	-16%	-1%
COCCN(C(=O)c1ccco1)c1nnc(-c2ccc(OC)c(OC)c2)s1	-2%	-13%	74	-4%	9%	5%
CCc1ccc(N2CCN(S(=O)(=O)CC34CCC(CC3=O)C4(C)C)CC2)cc1 (configuration not stated)	-11%	-9%	?	10%	?	-6%
CCc1c(C)nc2ncnn2c1Nc1ccccc1C	2%	3%	-22	1%	-5%	17%
CN(CC(=O)OCC(=O)NC(=O)c1cccn1C)S(=O)(=O)c1ccc(Cl)cc1	-7%	-6%	21	-11%	-3%	-5%
Cc1cc(C)c2c(n1)nn1c(C)c(CCC(=O)Nc3cccc(C)c3C)c(C)nc21	22%	2%	5	/	/	/
CCn1c(N)c(C(=O)Nc2ccccc2C(=O)OC)sc1=S	0%	6%	-1	-6%	10µM*	1%

In a second layout: results already given.
SMILES | AmpC detergent | Sm TGR inh | HCMV inh | Giardia FBPA inh | HCV inh | AMA1-RON2 inh
Cc1cc(C)c2c(n1)nn1c(C)c(CCC(=O)Nc3cccc(C)c3C)c(C)nc21 | 22% | 2% | 5 | / | / | /
COCCN(C(=O)c1ccco1)c1nnc(-c2ccc(OC)c(OC)c2)s1 | -2% | -13% | 74 | -4% | 9% | 5%
CCCN(CCC)C(=O)c1c2c(nc3ccccc13)C(=O)N(C1CCCCC1)C2 | -4% | 2% | 2 | / | / | /
COc1cc(OC)c(OC)cc1/C=C/c1nc2cc3ccccc3cc2c(=O)n1-c1ccccc1Br | 4% | 8% | 25 | / | / | /
COc1ccc(OC)c(-n2nnnc2SCC(=O)NCc2ccc3c(c2)OCO3)c1 | ? | -4% | ? | -6% | ? | -2%

Back to the main list, repeating the 2 entries before the break.
SMILES	AmpC detergent	Sm TGR inh	HCMV inh	Giardia FBPA inh	HCV inh	AMA1-RON2 inh
Cc1cc(C)c2c(n1)nn1c(C)c(CCC(=O)Nc3cccc(C)c3C)c(C)nc21	22%	2%	5	/	/	/
CCn1c(N)c(C(=O)Nc2ccccc2C(=O)OC)sc1=S	0%	6%	-1	-6%	10µM*	1%
Cc1c(NS(=O)(=O)c2ccc(NCC3CCCO3)c([N+](=O)[O-])c2)c(=O)n(-c2ccccc2)n1C (configuration not stated)	-13%	0%	-6	7%	14%	-3%
COc1ccc(OCC(O)CN(CC(O)COc2ccc(OC)cc2)c2cccc(O)c2)cc1 (configuration not stated)	5%	-2%	?	/	?	-5%
Cc1ccc(N2C(=O)C3C(C2=O)N2C(c4cccs4)C4C(=O)N(c5ccc(C)cc5)C(=O)C4N2C3c2cccs2)cc1 (configuration not stated)	-11%	-3%	-4	-1%	10%	5%[11.6 µM]
CC(O)[C@H]1CNC(=O)C(=O)N1CC1CCCCC1 (some centres not stated)	0%	4%	5	5%	7%	-5%
CCOC(=O)C1=C(OCc2ccc(Cl)cc2)C2C=C(C)C=CC2N=C1 (configuration not stated)	-7%	1%	15	2%	-20%	33%[activator]
C[C@H](NC(=O)[C@@H]1Cc2ccccc2CN1)C(=O)Nc1ccc2c(c1)OCCO2	1%	-8%	-24	/	22%	31%[activator]
CC1(C)Cc2c(cnn2-c2ccccc2)-c2c1c1ccccc1n2CC(O)CCl (configuration not stated)	?	-22%	-34	-11%	?	-15%
COc1ccccc1N1CCN(S(=O)(=O)c2cn(C)nc2C)CC1	3%	?	4	/	6%	14%
O=C1c2nccnc2C(=O)N1c1ccc(C(F)(F)F)cc1	1%	4%	-30	-10%	10%	6%
Cc1ccc(S(=O)(=O)Nc2cnc3ccccc3c2)cc1	6%	4%	-34	6%	?	3%
Cn1c(CCNC(=O)c2ccccc2F)nnc1SCC(=O)Nc1ccccc1F	3%	/	25	4%	1%	-8%
O=C(Nc1cccc(S(=O)(=O)N2CCCCC2)c1)C1CC(=O)N(c2ccc3c(c2)OCCO3)C1 (configuration not stated)	1%	4%	-30	/	13µM*	-11%
Cc1nc(-c2ccc(S(=O)(=O)N(Cc3ccccc3)C(C)C)cc2)co1	5%	2%	-12	/	/	/
CCN1C(c2ccccc2)=C(c2ccccc2)S/C1=C/C=C1\SC(=S)N(C)C1=O	-9%	-19%	-6	-13%	?	?
O=C(c1ccc(S(=O)(=O)N2CCCC2)cc1)N1CCC(CN2C(=O)c3cccc4cccc(c34)C2=O)CC1	2%	1%	?	3%	-10%	0%
CCOC(=O)c1cc(S(=O)(=O)N2CCN(c3cccc(C)c3)C(C)C2)[nH]n1 (configuration not stated)	17%	-1%	-7	/	/	/
O=c1c2sc3ccccc3c2n(Cc2cccc(C(F)(F)F)c2)c(=O)n1Cc1ccco1	8%	-25%	8	/	/	/
Cc1cccc(OCC(=O)NCc2ccccc2)c1	-6%	-3%	16	-7%	18%	-9%
CCOc1ccc(OCC(=O)OCc2cc(=O)n3cc(Br)ccc3n2)cc1	-1%	-1%	-15	/	1%	-1%
CCOc1ccc(N2C(=O)CC(N(C)Cc3ccccc3)C2=O)cc1 (configuration not stated)	-13%	32µM*	?	3%	19%	10%
O=C(O)CCC(=O)Nc1ccc(S(=O)(=O)c2ccc(NC(=O)CCC(=O)O)cc2)cc1	3%	0%	13	12%	20%	4%
CSC1=C(C#N)C2(CCCC2)C(C#N)=C(N)N1	-13%	?	/	-13%	/	/
COc1ccc(Cl)cc1NC(=O)Nc1ccc(C(=O)N2CCOCC2)cc1	4%	0%	16	/	?	3%
O=C(NC(=S)NCCc1ccccn1)c1ccccc1	3%	57%[activator]	23	-13%	-7%	-1%
O=C(Nc1ccc(S(=O)(=O)N2CCCCCC2)cc1)c1c(F)cccc1F	-12%	5%	-17	/	-11%	-18%
The listing continues:
SMILES	AmpC detergent	Sm TGR inh	HCMV inh	Giardia FBPA inh	HCV inh	AMA1-RON2 inh
O=C1CC(=C(c2ccccc2)c2ccccc2)C(=O)N1CCCCN1CCN(c2ccccc2)CC1	-11%	-12%	0	?	1µM*	?
O=C1C=C(c2ccc(F)cc2OCc2ccccc2)C[C@@H](c2ccc(F)cc2)C1	-11%	-9%	-29	/	?	62%[activator]
CCOC(=O)c1c(N)sc(C(=O)N(C)C)c1C	-16%	-4%	40	3%	12%	11%
O=C(CSc1nc2scc(-c3ccco3)c2c(=O)n1-c1ccccc1)NCC1CCCO1 (configuration not stated)	-16%	3.2µM*	17	-22%	-29%&-20%	-25%
COc1cccc(C(=O)Nc2ccccc2)c1	-13%	-19%	79	4%	-8%	-14%
Cc1nc2nc(SCC(=O)NCCCN3CCCC(C)C3)nn2c(C)c1Cc1ccccc1Cl (configuration not stated)	4%	-7%	0	6%	11µM*	2%
COc1cc(CNCCNC(=O)c2nonc2N)ccc1OCc1ccc(Cl)cc1	-14%	/	-16	-1%	?	-8%
CN(C(=O)Cn1nc(C(=O)O)c2ccccc2c1=O)c1ccccc1	-5%	-10%	34	3%	7%	12%
CCN(CC(=O)Nc1ccccc1C(F)(F)F)C(=O)c1oc2c(Cl)cccc2c1C	-16%	-6%	-21	/	?	8%
CN(c1ccc(C(=O)Nc2ccc3c(c2)OCO3)cc1)S(C)(=O)=O	0%	10%	16	-15%	?	-5%
O=C(CN(CC1CCCO1)C(=O)CCC(=O)Nc1nccs1)NCc1ccc2c(c1)OCO2 (configuration not stated)	?	-1%	23	4%	5%&-9%	13%
CCOC(=O)c1ccc(NC(=O)Nc2ccc3snnc3c2)cc1	-2%	-7%	-106*	/	/	/
O=C(CNC(=O)c1ccc(F)cc1)NCc1ccccn1	6%	-10%	1	/	15%	72%[activator]
COc1ccc(S(=O)(=O)N2CCC(C(=O)Nc3ccccc3)CC2)cc1OC	12%	1%	0	/	/	/
O=C(CC(c1cccs1)N1Cc2ccccc2C1=O)Nc1ccccc1F (configuration not stated)	-1%	0%	-19	/	/	/
O=[N+]([O-])c1cc(Br)cc(C=Nc2ccc3c(c2)OCO3)c1O	0%	18µM*	-4	-21%	9%	54%[activator]
CC(=O)C[C@H]1c2ccccc2S(=O)(=O)N1C1CCCCC1	/	/	-14	/	20%	22%
N#CC1(c2ccccc2)CCC(=NO)CC1 (configuration not stated)	3%	-1%	-13	0%	19%	-7%
Cn1cccc1C(=O)OCc1ccc(F)cc1	-13%	-9%	-75*	0%	13%	?
Nc1ncnc2nc(SCC(=O)N3CCN(c4ccccc4)CC3)[nH]c12	4%	2%	0	16%	-23%	-4%
Cc1cc(=O)[nH]c(N2CCc3ccccc3C2)n1	?	-28%	34	1%	7%	1%
CCN(C(=O)Cn1c(=O)n(-c2cc(OC)c(OC)c(OC)c2)c(=O)c2ccccc21)c1cccc(C)c1	-12%	-3%	2	6%	14%	2%
O=C(CCc1ccccc1)Nc1ccc(NS(=O)(=O)c2ccccc2)cc1	0%	2%	7	-8%	?	-5%
CCOC(=O)CC(=O)NC(CC(=O)OC)c1ccc(Br)cc1 (configuration not stated)	?	-6%	3	3%	29%	-6%

Assay outcomes deposited in PubChem BioAssay by National Center for Advancing Translational Sciences (NCATS).
